# Screening results deposited in PubChem BioAssay by several laboratories.
# HTR5A ag: activates human HTR5A in OPRM1-OPRD1 agonist counter-screen. activation, % at 9.3 µM. HTR5A agonist assay, luminescence, cell-based. AID 504692. 340,000 compounds, 0.61% hits; in the data active = activation mostly above about 9.5%, no sharp cut-off; inactive = mostly below about 7.6%;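 also: 0% = cells with vehicle only and 100% = reference agonist; strong numbers were not always called active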
# Target sequence (P47898 whole entry, looked up): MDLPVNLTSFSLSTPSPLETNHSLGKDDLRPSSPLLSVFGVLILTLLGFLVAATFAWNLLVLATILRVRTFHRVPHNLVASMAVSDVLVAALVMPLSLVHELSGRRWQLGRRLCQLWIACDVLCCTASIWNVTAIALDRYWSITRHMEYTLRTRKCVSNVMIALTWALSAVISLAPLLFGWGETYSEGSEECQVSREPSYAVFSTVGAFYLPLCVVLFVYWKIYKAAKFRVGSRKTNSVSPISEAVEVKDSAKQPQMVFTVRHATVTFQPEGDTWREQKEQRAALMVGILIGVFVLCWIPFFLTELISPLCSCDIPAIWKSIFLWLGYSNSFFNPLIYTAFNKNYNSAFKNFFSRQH
# CDK5 inh: blocks human CDK5/p35 kinase activity. Q00535+Q15078. Recombinant CDK5/p35, ADP-Glo luminescence, 60 min. inhibition, % at 10 µM. 330,000 compounds, 0.01% hits;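 active = highest replicate inhibition of at least 50% and at least 75% of replicates reaching 50%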;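 also: plate controls were DMSO neutral control for no effect and GW8510 at 10 µM for full effect; many of its hits are not listed in these tables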
# MITF act: activators of MITF-driven TRPM1 promoter activity in SK-MEL-5 cells. SK-MEL-5 TRPM1-promoter luciferase, 24 h; % of positive control, neutral wells = 0. activation, % at 12.5 µM. 300,000 compounds, 0.75% hits. AID 588334;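 active = mean activation of at least 80% with every replicate also reaching 80%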;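 also: 0% = neutral control wells and 100% = parthenolide positive control wells; values of inactives mirror those of a sister screen read the other way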
# PvdQ inh: P. aeruginosa PvdQ acylase inhibition. inhibition, % at 10 µM. 340,000 compounds, 0.063% hits. purified PvdQ acylase, fluorescence plate reader. AID 488965; in the data active = inhibition above about 30%, passing the limit was not always enough;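 also: 0% = vehicle neutral wells and 100% = reference inhibitor wells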
# SR-BI uptake up: enhances SR-BI lipid uptake from DiI-HDL | CHO ldlA[mSR-BI] cells, DiI-HDL uptake fluorescence, 3 h; 100 = double the neutral-control signal | activation, % at 12.5 µM | 320,000 compounds, 0.096% hits | AID 504775;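 active = mean replicate activation of at least 60% and every replicate at or above 60%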;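 also: 0% = median plate neutral-control signal and 100% = twice that signal; values of inactives mirror those of a sister screen read the other way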
#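 Test system: SR-BI-overexpressing, LDLR-lacking CHO cells. Measured by: DiI fluorescence, bottom read. Medium: Ham's F12 with 0.5% BSA, HEPES 25 mM, pH 7.4. Timing: 3 h uptake period with compound, 37 °C.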
# SR-BI HDL uptake: inhibitors of mouse SR-BI mediated HDL lipid uptake. ldlA[mSR-BI] CHO cells, DiI-HDL uptake fluorescence, 3 h. 320,000 compounds, 0.96% hits. inhibition, % at 12.5 µM. Q61009;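 active = mean replicate inhibition of at least 70% and a set share of replicates each scoring 70 or more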;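 also: 0% = median of neutral control wells and 100% = median of positive control wells; values of inactives mirror those of a sister screen read the other way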
# cardiac RTF act: increases calcium sensitivity of human cardiac regulated thin filaments; IANBD-labeled TnC RTF fluorescence at EC20 calcium; 0% EC20 calcium, 100% full calcium; P19429+P45379; activation, % at 7.2 µM; 340,000 compounds, 0.24% hits;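 active = activation above the mean over all tested compounds plus 3 SD, cut at about 30% in these data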;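 also: rise in fluorescence read as greater calcium sensitivity of cardiac thin filaments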
# Wnt bcat act: activates Wnt/beta-catenin signaling in a reporter cell assay. activator, plate reader. activation, % at 9.35 µM. 300,000 compounds, 1.2% hits; in the data active = activation above about 30%, passing the limit was not always enough;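 also: 0% = neutral control wells and 100% = positive control wells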
# dFosB activator: enhances mouse delta FosB homodimer DNA binding; P13346; purified delta FosB, TAMRA-CDK5 oligo fluorescence polarization; percent of positive-control signal above neutral wells; activation, % at 25 µM; 340,000 compounds, 0.99% hits; AID 493131;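 active = mean activation above about 17%, with every replicate also reaching it, limit read from the data, passing the limit was not always enough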;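 also: fluorescence polarization rise as delta FosB binds a TAMRA Cdk5 AP-1 oligo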
# Rtt109 HAT inh: C. albicans Rtt109 histone acetyltransferase inhibition. purified Rtt109/Vps75, ThioGlo CoA-SH fluorescence, 4 h. AID 540336. Q5AAJ8. inhibition, % at 34.9 µM. 330,000 compounds, 0.16% hits;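 active = inhibition of at least 50% in every replicate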
# Target sequence (Q5AAJ8 whole entry, looked up): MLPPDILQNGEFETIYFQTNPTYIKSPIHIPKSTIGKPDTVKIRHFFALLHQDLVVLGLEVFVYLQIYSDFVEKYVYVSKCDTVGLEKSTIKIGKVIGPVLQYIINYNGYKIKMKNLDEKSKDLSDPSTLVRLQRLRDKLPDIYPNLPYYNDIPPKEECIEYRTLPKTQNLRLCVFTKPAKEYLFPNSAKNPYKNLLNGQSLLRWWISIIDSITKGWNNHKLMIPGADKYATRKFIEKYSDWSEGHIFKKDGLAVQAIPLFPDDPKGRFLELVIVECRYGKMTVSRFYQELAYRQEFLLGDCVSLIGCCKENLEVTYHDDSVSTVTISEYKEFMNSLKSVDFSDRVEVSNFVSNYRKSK
# * hit, by the source's call; . = no result given; & = joins results of further samples.
smiles,Wnt bcat act,cardiac RTF act,PvdQ inh,dFosB activator,MITF act,HTR5A ag,SR-BI HDL uptake,CDK5 inh,SR-BI uptake up,Rtt109 HAT inh
C[C@@H](NC(=O)c1nc[nH]c1C(=O)N1CCN(C(=O)OC(C)(C)C)CC1)c1ccccc1,20.9,3.9,-14.8,-1.7,3.6,3.0,-5.5,-2.6,5.5,6.5
O=C(CCCNC(=O)c1ccc(Cl)cc1)NCc1ccccc1F,0.4,-7.4,-9.2,-0.3,6.0,-3.0,.,0.0,.,13.5
Clc1ccc(CSc2nnc(-c3ccncc3)o2)c(Cl)c1,.,2.9,8.3,-0.9,.,1.9,14.6,-1.7,-14.6,.
CCN(CCO)C(=S)Nc1cc(C(=O)OC)ccc1C(=O)OC,.,1.9,-4.3,-6.8,1.9,5.9,2.4,-4.6,-2.4,2.3
CC(=O)N1CCC(N(C(=O)Nc2ccc(C)c(C)c2)C2CCCC2)CC1,.,-9.0,6.8,-2.4,7.5,0.6,14.7,2.0,-14.7,.
S=C(NCC1CCCO1)NC12CC3CC(CC(C3)C1)C2 (configuration not stated),-1.3,-1.6,-11.2,-5.4,8.2,1.2,0.5,0.2,-0.5,1.1
Oc1c(N=Nc2ccccn2)ccc2ccccc12,26.7,-0.6,-3.6,-14.6,.,-0.9,134.4*,-0.3,-134.4,-14.9
CC(C)OCCCNC(=O)c1sc(=S)n(C)c1N,1.0,0.4,-1.9,-4.6,1.9,-3.2,-13.9,-0.2,13.9,1.9
O=C(Nn1c(-c2ccccc2)nc2ccccc2c1=O)C1CCC1,-7.0,-1.4,-11.0,-7.5,5.1,-1.6,.,-1.7,.,-0.3
CC(C)N(C(C)C)S(=O)(=O)c1ccc(Cl)nc1,-0.7,-2.5,-8.3,-3.1,-13.9,-0.3,-7.2,-0.2,7.2,0.6
COc1ccc(-c2cc(C(=O)Nc3c(C)nn(Cc4ccc(Cl)cc4)c3C)no2)cc1,.,4.0,-12.0,9.9,-18.7,3.5,9.6,-1.0,-9.6,5.1
CCn1nnnc1SCC(=O)NC1Cc2ccccc2C1,2.5,-4.1,3.1,-0.5,-2.2,-1.0,2.3,1.2,-2.3,6.3
CCC(=O)n1nc(-c2ccccc2)nc1NCc1ccccc1,.,8.7,-5.1,-8.9,.,-0.6,-3.3,0.2,3.3,1.8
CC1CN(C(=O)c2ccc(NS(=O)(=O)c3ccc(F)c(F)c3)cc2)CC(C)O1 (configuration not stated),-0.7,-9.1,1.1,-2.5,-4.3,-1.5,-1.3,1.8,1.3,0.2
COc1ccccc1C(=O)Nc1ccc(OCC(=O)N2CCCCC2C)cc1 (configuration not stated),1.1,1.7,4.5,-2.1,16.8,-0.5,32.6,-1.2,.,1.4
COc1ccc(C(C)=O)cc1COC(=O)CNC(=O)c1ccc(F)cc1,-8.2,0.2,-3.0,-1.0,-5.7,-0.9,31.6,-0.6,-31.5,-9.8
Cc1nccn1CC(O)COC1CCCCC1 (configuration not stated),.,-1.2,-13.8,4.1,0.0,3.4,-12.4,-1.5,12.4,.
CCOC(=O)c1c(S(=O)(=O)N2CCN(Cc3ccccc3)CC2)c(C)n(C)c1C,-0.4,-3.5,1.1,-8.2,5.5,4.7,-12.9,-0.7,13.0,8.6
C(=N\N1CCN(c2ccccn2)CC1)/C1=C(N2CCOCC2)C(=C/c2ccccc2)/CC1,-27.3,0.9,-12.2,0.4,-0.7,4.1,95.8*,-11.5,-95.8,-9.0
Cc1cccc(N=CC=C2OC(C)(C)C(C)(C)O2)c1,1.6,-9.2,-14.5,-9.2,16.1,-1.9,-8.4,0.8,8.4,-1.8
CC(C)(C)C(=O)NNC(=O)c1cc2sccc2s1,40.6*,-9.1,21.5,-3.0,-4.3,-2.9,-6.4,0.8,6.4,6.7
Cc1ccc2cc(C#N)c(N3CCCC3)nc2c1C,.,11.7,4.7,-8.5,-5.2,-0.3,22.2,-3.2,-22.2,-2.1
Cc1ccc2nc3c(cc(C(=O)NCc4ccco4)c(=N)n3Cc3ccco3)c(=O)n2c1,-0.9,1.9,-11.8,-1.1,-8.8,-2.2,14.2,-1.2,-14.2,-1.3
Cc1ccc(CC2SC(=O)NC2=O)cc1Cl (configuration not stated),1.6,-8.3,-12.4,0.5,9.5,2.1,3.1,0.4,-3.1,-2.2
Cc1cccc(N/C=C/c2onc(C)c2[N+](=O)[O-])c1,.,2.6,10.1,2.7,71.2,0.1,4.3,3.0,-4.3,6.0
CC(Sc1ccccn1)C(=O)Nc1ccc(S(N)(=O)=O)cc1 (configuration not stated),.,-1.0,-12.8,-2.5,-1.8,-2.7,-11.0,-2.1,11.0,-4.5
Cc1ccc(S(=O)(=O)NNC(=O)C2CCCCC2)cc1,-0.3,1.7,-15.1,-4.9,4.6,4.3,.,-2.5,.,-11.2
O=C1N(Cc2cccc(Cl)c2)C[C@@H]2C[C@@H](c3cccn3-c3cccnc3)N3CCC[C@@]123,-2.3,3.1,-5.9,-6.5,-11.3,8.2,-4.0,1.5,4.0,30.3
O=C(Nc1nccs1)c1ccc(COc2c(F)c(F)cc(F)c2F)cc1,13.1,2.5,-13.5,1.1,.,2.9,20.2,0.7,-20.2,4.8
COc1cccc(CN2CCNC(=O)C2CC(=O)NCC(C)(C)N2CCOCC2)c1OC (configuration not stated),1.6,-1.3,-0.9,-3.2,15.9,4.4,-10.3,0.6,10.3,3.6
CCc1ccc2[nH]c(C(=O)Nc3ccc4c(c3)OCO4)cc2c1,26.2,3.9,-2.0,1.4,42.9,9.5,37.6,1.1,-37.6,3.3
COc1cc2c(=O)n(CCC(=O)NCC3CCCO3)c(=O)n(CC(=O)Nc3ccc(C)c(C)c3)c2cc1OC (configuration not stated),6.6,-2.9,-10.4,-6.1,-6.7,1.6,7.0,-0.4,-7.0,5.5
CCOC(=O)c1sc(NC(=O)C(CC)Sc2nnc3c4ccccc4n(CC)c3n2)nc1C (configuration not stated),0.0,-4.0,4.3,-6.4,0.5,2.8,.,2.3,.,9.5
CCC(C)N(CC(=O)NCc1ccc(OC)cc1)C(=O)c1csnn1 (configuration not stated),.,-2.8,-14.3,-2.1,9.1,2.3,2.4,0.3,-2.4,8.7
CN(C(=O)COC(=O)c1cc2ccccc2cc1O)c1c(N)n(Cc2ccccc2)c(=O)[nH]c1=O,-0.2,2.9,7.6,1.0,-3.0,-0.1,-20.9,1.1,20.9,6.3
O=C(c1ccco1)N1N=C(c2cccs2)CC1c1ccc(F)cc1 (configuration not stated),.,-0.5,-13.1,-2.5,.,-1.1,-2.7,-2.5,2.7,.
CN1CCCN(c2ccc([N+](=O)[O-])cc2)CC1,0.7,-5.9,-3.9,3.9,0.6,0.9,-11.3,0.0,11.3,-6.4
COc1ccc(Cl)cc1NC(=O)COC(=O)c1ccc(Cl)nc1,-1.8,-1.6,-11.6,3.5,-13.3,-2.1,-12.5,-1.3,12.5,-12.0
COc1ccc(NC(C)C(=O)Nc2cccc(S(=O)(=O)N3CCOCC3)c2)cc1OC (configuration not stated),-4.4,4.4,2.0,-8.6,-13.2,3.8,13.3,-2.5,-13.3,10.3
Cc1ccc(NC(=O)NCCCCc2ccccc2)cc1,3.9,-1.1,-5.5,-1.6,-0.7,-3.2,-12.9,-0.5,12.9,2.8
CCc1cc(C(c2ccccc2OC)N2CCOCC2)c(NC(=O)c2ccccc2)s1 (configuration not stated),0.2,-6.2,12.5,-1.3,-2.1,1.5,-1.8,3.0,1.8,-10.1
CC(C)[C@H](N)C(=O)OCCOCn1cnc2c(=O)[nH]c(N)nc21,2.7&-5.1,-3.1&4.2,-3.9&-13.4,0.5&0.3,0.9&0.3,1.3&-0.4,1.2&12.8,0.2&-0.5,-1.2&-12.8,-0.4&-2.1
O=C(COc1ccc(-c2ccccc2)cc1)N1CCN(C(=O)c2cccs2)CC1,-0.6,-0.1,-0.2,-1.0,1.8,1.5,58.2,0.7,-58.2,-11.2
COc1cccc(NC(=O)CN2C(=O)NC(C)(c3ccc(C)cc3)C2=O)c1 (configuration not stated),-1.2,-8.1,4.5,0.8,-3.8,7.3,-16.6,0.8,16.6,-6.8
CCOCCCNC(=O)c1cn(CC)c2ccc(S(=O)(=O)N(C)C3CCCCC3)cc2c1=O,-2.1,-6.0,-3.4,-7.5,-10.9,3.5,-3.5,0.4,3.5,4.6
CCCNC(=S)N1CCC(NC(=O)C23CC4CC(CC(C4)C2)C3)CC1,.,17.0,-4.5,-8.6,.,-1.4,-6.1,0.7,6.1,5.0
CCN1CCN(C(=S)Nc2ccccc2Cl)CC1,-2.0,3.9,-16.0,1.7,-11.1,2.6,-7.4,-0.5,7.4,-6.2
CC(=O)Nc1ccc(NC(=O)c2ccc(COc3ccccc3)cc2)cc1,-1.3,-5.8,12.0,15.6,.,-1.6,-6.8,0.3,6.8,18.5
Oc1ccc(Cl)cc1CNc1ccc(Br)cn1,.,-0.2,-5.2,-5.7,74.0,1.6,-4.9,-3.7,4.9,-5.9
O=C(Nc1ccccc1F)c1ccco1,5.1,0.1,-6.3,-3.0,19.9,4.8,-29.7,-0.8,29.7,-7.0
O=C(Nc1ccc(Cc2ccncc2)cc1)C1CCC(N2C(=O)C3C4C=CC(C5CC45)C3C2=O)CC1 (configuration not stated),11.7,0.5,0.9,-16.2,.,5.4,0.1,0.3,-0.1,3.2
O=C(Cn1ccc2ccccc2c1=O)NCCC(=O)N1CCN(c2ccccc2)CC1,-1.2,-8.4,-7.8,3.7,-12.1,4.4,5.4,0.6,-5.4,3.0
CCC(CC)c1nnc(NC(=O)/C=C/c2ccco2)s1,9.0,26.7,-2.2,-4.2,12.1,0.8,1.3,2.4,-1.3,-13.0
Cc1cc(C)n(CCNC(=O)CC2C(=O)NCCN2Cc2ccccc2C(F)(F)F)n1 (configuration not stated),-0.9,-0.3,-14.3,-3.0,-11.0,4.8,-12.7,-0.7,12.7,0.5
CCCCn1c(CN2CCN(C(=O)OCC)CC2)nc2c1c(=O)n(C)c(=O)n2C,41.7*,5.3,-17.7,-2.1,-8.4,-1.2,-5.2,-1.6,5.2,0.4
CC(C)(C)OC(=O)N1CCC[C@H]1C(=O)Nc1ccc(Br)cc1,-0.6,-2.8,-11.9,-4.1,-0.1,0.2,-19.9,-0.7,19.9,-4.7
COc1ccc(NC(=O)Cc2c(C(=O)O)n(C)c3ccccc23)cc1OC,2.7,-0.2,2.3,8.0,-6.7,2.6,-8.2,-0.5,8.2,-1.5
